# PglD DTNB: inhibitors of Campylobacter jejuni PglD acetyltransferase | purified PglD enzyme, DTNB colorimetric CoA detection | inhibition, % at 12.5 µM | 360,000 tested, 0.098% active | AID 602405; in the data active = inhibition above about 16%, passing the limit was not always enough; note: strong numbers were not always called active
# esBAF inh: blocks esBAF chromatin remodeling in mouse ES cells | Bmi1-luciferase knock-in reporter, 24 h; 100% = twice the neutral-well signal | reporter increase, % at 12.5 µM | 350,000 tested, 2% active | AID 602393; in the data active = activation above about 40%;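 note: 0% = median of the plate's neutral control wells and 100% = double that signal; a rise in the Bmi1 reporter signal indicates esBAF inhibition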
# E-selectin induc: induces E-selectin expression in human endothelial cells | activation, % at 7.58 µM | HUVEC E-selectin immunofluorescence imaging; normalized: neutral wells 0, TNF-alpha wells 100 | 260,000 tested, 0.37% active | AID 686992 | P16581;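 active = mean E-selectin-positive cell signal at least 10% of the positive control, reached in at least 60% of replicates, without over 20% cell loss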;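 note: in these data hits start at about 27%; measured in HUVEC primary endothelial cells; signal is the percent of cells scored E-selectin positive by PE staining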
# Target sequence (P16581 whole entry, looked up): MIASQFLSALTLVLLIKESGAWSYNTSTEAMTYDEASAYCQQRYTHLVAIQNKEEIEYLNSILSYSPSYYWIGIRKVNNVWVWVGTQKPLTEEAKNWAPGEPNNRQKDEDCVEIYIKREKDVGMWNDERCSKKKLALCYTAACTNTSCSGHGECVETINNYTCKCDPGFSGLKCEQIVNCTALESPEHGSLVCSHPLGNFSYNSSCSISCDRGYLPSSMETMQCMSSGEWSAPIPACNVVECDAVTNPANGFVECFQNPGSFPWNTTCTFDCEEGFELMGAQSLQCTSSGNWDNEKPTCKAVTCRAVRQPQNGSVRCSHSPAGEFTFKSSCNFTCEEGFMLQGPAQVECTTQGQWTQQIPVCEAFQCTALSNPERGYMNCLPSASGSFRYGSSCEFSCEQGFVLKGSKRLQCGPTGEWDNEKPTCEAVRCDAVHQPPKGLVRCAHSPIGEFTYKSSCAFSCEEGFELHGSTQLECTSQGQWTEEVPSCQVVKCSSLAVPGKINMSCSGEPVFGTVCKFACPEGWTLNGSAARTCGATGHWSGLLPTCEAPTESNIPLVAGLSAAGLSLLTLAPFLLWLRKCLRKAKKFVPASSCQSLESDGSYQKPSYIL
#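 Read-out: % PE-positive cells | Test system: HUVEC | Doses: One compound dose added by pin transfer | Buffer or medium: EGM-2 over gelatin coat | Signal: Immunofluorescence imaging | Benchmarks: TNF-alpha, DMSO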
# ERp5 inh: inhibitors of human ERp5 | inhibition, % at 9.99 µM | ERp5 insulin aggregation, absorbance 650 nm, 90 min | 350,000 tested, 0.05% active | AID 651711;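 active = mean replicate inhibition above about 25%, with every replicate also reaching it, limit read from the data, passing the limit was not always enough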
# Target sequence (Q15084 whole entry, looked up): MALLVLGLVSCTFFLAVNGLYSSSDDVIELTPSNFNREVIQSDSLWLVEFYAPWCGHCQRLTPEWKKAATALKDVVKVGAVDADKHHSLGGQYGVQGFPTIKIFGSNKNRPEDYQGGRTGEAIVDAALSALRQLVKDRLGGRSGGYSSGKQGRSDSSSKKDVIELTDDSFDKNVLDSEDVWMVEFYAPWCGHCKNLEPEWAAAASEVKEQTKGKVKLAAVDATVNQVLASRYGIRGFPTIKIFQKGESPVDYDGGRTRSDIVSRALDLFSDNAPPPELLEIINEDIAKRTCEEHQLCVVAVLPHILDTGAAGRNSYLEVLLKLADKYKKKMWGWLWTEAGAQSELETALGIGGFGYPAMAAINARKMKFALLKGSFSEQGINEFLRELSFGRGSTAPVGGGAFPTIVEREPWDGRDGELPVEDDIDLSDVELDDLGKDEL
# ARNT-TACC3 inh: disruptors of human ARNT/TACC3 interaction; Q9Y6A5; AlphaScreen His-ARNT PAS-B/GST-TACC3 binding, luminescence; TACC3 fragment carries E629A point mutation; inhibition, % at 9.99 µM; 390,000 tested, 0.66% active; AID 623870;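 active = mean inhibition of replicates at least 50% and at least half of replicates each reaching 50%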;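 note: 0% = complete ARNT plus TACC3 wells and 100% = ARNT alone without TACC3; many hits fall short of the cut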
# RAD54 branch: blocks human RAD54 Holliday junction branch migration; AID 602329; Q92698; FAM/BHQ fluorescence; inhibition, % at 10.4 µM; 360,000 tested, 0.14% active;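 active = mean normalized replicate activity at least 40 and at least half of replicates scoring 40 or more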;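 note: 0% = median of neutral control wells and 100% = median of positive control wells; inhibitors cause a drop in the FAM fluorescence signal; in these data hits start at about 50%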
# CASP6 VEID inh: inhibitors of human caspase-6. P55212. 350,000 tested, 0.53% active. inhibition, % at 12.5 µM. purified caspase-6, Z-VEID-R110 cleavage fluorescence. AID 686996;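 active = mean inhibition across replicates at least about 35%, with every replicate also reaching that limit, limit read from the data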;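 note: 0% = median of neutral control wells and 100% = no fluorescence left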
# RAD52 inh: RAD52 (human) annealing inhibition; AID 651710; inhibition, % at 18.7 µM; recombinant RAD52 DNA annealing, FRET fluorescence; 360,000 tested, 0.46% active;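 active = every replicate showing at least 50% inhibition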
# Numbers without * were called inactive; x = no result given; & = joins results of further samples.
[1] CCOC(=O)c1ccc(NC(=O)CCC(CC)C(=O)O)cc1 (centres undefined)
[2] COc1ccccc1-c1c(C)nn2c(N3CCCCCC3)cc(C)nc12
[3] O=C(N[C@H]1CC[C@@H](CCNC(=O)C2CCC2)O[C@H]1CO)c1ccccn1
[4] O=c1oc(-c2ccccc2F)nc2c1cnn2-c1ccccc1
[5] C[C@H]1CN([C@@H](C)CO)C(=O)Cc2cc(NC(=O)Nc3ccc4c(c3)OCO4)ccc2O[C@H]1CN(C)Cc1ccc(C(=O)O)cc1
[6] Cc1onc(-c2c(F)cccc2Cl)c1C(=O)N1CCc2ccccc21
[7] COc1ccccc1Cc1nc(-c2cccnc2)no1
[8] CSc1ccccc1C(=O)C1CCCN(S(=O)(=O)c2c(C)noc2C)C1 (centres undefined)

entry no.,1,2,3,4,5,6,7,8
PglD DTNB,3,6,12,2,2,x,6,x
esBAF inh,-1,-17,-2,6,2,x,x,x
E-selectin induc,x,0.0,3.4,x,x,x,-1.6,x
ERp5 inh,x,1,-3,x,-8,-2,-3,3
ARNT-TACC3 inh,-8,-23,1,34,-15,-4,-1,0
RAD54 branch,-9,6,-7,-6,1,x,3,x
CASP6 VEID inh,x,1,-1,x,1,6,-9,4
RAD52 inh,x,12,-23,x,-5,7,3,-6

[9] CC(=O)Nc1ccc(S(=O)(=O)Nc2ccc(S(=O)(=O)N3CCCCCC3)cc2)cc1
[10] CC(=O)Nc1sc(N/N=C\c2ccccc2)nc1-c1cccs1
[11] COc1ccccc1NC(=O)N(C)C[C@H]1OCc2cnnn2CCCC(=O)N([C@H](C)CO)C[C@H]1C
[12] Cc1ccccc1-c1cnc2c(c1)C(=O)N([C@@H](C)CO)C[C@H](C)[C@@H](CN(C)Cc1cncnc1)O2
[13] CN(CC(=O)Nc1c(Cl)cccc1Cl)C(=O)Cc1ccsc1
[14] CCCn1c(O)c(/C=C2\C=NN=C2c2ccccc2)sc1=S
[15] COc1cc2c(cc1OC)CN(C(=O)CN1C(=O)c3ccc([N+](=O)[O-])cc3C1=O)CC2
[16] CCC(=O)Nc1ccc(C(=O)OCc2ccc(Cl)c(Cl)c2)cc1

entry no.,9,10,11,12,13,14,15,16
PglD DTNB,-4,x,0,4,-2,-1,x,x
esBAF inh,-5,x,0&-1,-8,-4,6,x,x
E-selectin induc,x,x,0.0,-0.2,x,x,2.0,x
ERp5 inh,x,4,3&1,-3,-7,x,3,-70
ARNT-TACC3 inh,-9,1,-4,-3,-3,0,x,-11
RAD54 branch,0,x,2,-6,-10,1,x,x
CASP6 VEID inh,x,5,1&1,-5,1,x,1,3
RAD52 inh,x,-22,-4&13,4,-16,x,3,-3

[17] C=CC[C@H](CC(=O)NCCO)C(=O)N[C@@H](COC(=O)[C@@H](CC=C)Cc1ccc(F)cc1)Cc1c[nH]c2ccccc12
[18] CCc1nc2ccccc2n(CC)c1=O
[19] CCc1ccc(NC(=O)Cn2c(=O)oc3cc(S(=O)(=O)N4CCOCC4)ccc32)cc1
[20] C[C@@H]1CCCCO[C@H](CN(C)Cc2ccc3c(c2)OCO3)[C@H](C)CN([C@H](C)CO)C(=O)c2cc(NC(=O)c3ccccc3)ccc2O1
[21] N#CC1=C(N)c2ccccc2CC12CCCCC2
[22] CC(=O)NC(c1ccccc1)c1nc(-c2cccc(C(=O)O)c2)cs1 (centres undefined)
[23] Cc1ccc(S(=O)(=O)N2C[C@@H]3[C@H]4CC[C@H](C4)[C@@H]3[C@@H](C)C2CC(=O)c2ccccc2)cc1 (some centres undefined)
[24] COc1cc(/C=C2/S/C(=N/S(=O)(=O)c3ccccc3)NC2=O)c([N+](=O)[O-])cc1OC

entry no.,17,18,19,20,21,22,23,24
PglD DTNB,2,-2,7,4,-1,-4,-5,-9
esBAF inh,4,-10,-14,-4,1,29,-1,3
E-selectin induc,0.1,x,-1.6,-0.4,x,-0.1,x,x
ERp5 inh,-2,x,-4,-1,1,-1,-7,x
ARNT-TACC3 inh,-4,-6,-4,1,10,x,5,10
RAD54 branch,-1,5,-3,6,0,-17,-5,-4
CASP6 VEID inh,2,x,-2,1,2,3,-3,x
RAD52 inh,-2,x,-10,10,-7,-12,0,x

[25] CC(C)(C)NCC(O)Cn1cc(C=O)c2ccccc21 (centres undefined)
[26] OCC[C@@H]1C[C@H](O)[C@@H](O)[C@@]2(Cc3ccccc3O2)O1
[27] NC(=O)c1ccc2c(=O)n3c(-c4cc(Cl)c(N)c(Cl)c4)csc3nc2c1
[28] CCN1C(=O)[C@H]2[C@@H](c3ccc(-c4cc(C(C)=O)cs4)cc3)N3CCCC[C@@]3(C(=O)OC)[C@H]2C1=O
[29] CO[C@H]1CN(C)C(=O)c2cc(NC(=O)CC(F)(F)F)ccc2OC[C@H](C)N(C(=O)c2ccccc2F)C[C@H]1C
[30] COc1ccc(C(O)c2coc3ccc(O)c(CN(C)C)c23)cc1 (centres undefined)
[31] Cc1ccc(OCCNC(=O)c2cc(-n3cnnc3)ccc2Cl)cc1C
[32] CCOc1ncccc1C(=O)OCC(=O)c1cccs1

entry no.,25,26,27,28,29,30,31,32
PglD DTNB,-1,1,-8,0,x,-2,5,-1
esBAF inh,-6,1,15,-2,x,-7,0,5
E-selectin induc,x,0.8,0.4,0.0,0.0,x,x,x
ERp5 inh,3,1,-2,-2,6,x,x,0
ARNT-TACC3 inh,33,0,3,-3,x,-1,-3,-8
RAD54 branch,12,-13,-5,1,x,8,0,7
CASP6 VEID inh,0,x,-2,-3,1,x,x,10
RAD52 inh,2,-1,9,-18,-43,x,x,-9

[33] COCCNC(=O)c1c(CS(=O)(=O)c2ccccc2)noc1C(=O)NCc1ccccc1
[34] CO[C@@H]1CN(C)C(=O)c2cc(NS(=O)(=O)c3cccc(F)c3)ccc2OC[C@@H](C)N(Cc2cc(F)ccc2F)C[C@H]1C
[35] CN1C(=O)c2cc(NC(=O)c3cccs3)ccc2OC[C@@H]2O[C@@H](CC(=O)O)CC[C@H]21
[36] COc1ccc2c(c1)C=C(CN1CCC(CO)(CCc3ccccc3)CC1)CO2
[37] CCC(C)NC(=O)CSc1ccc(Cl)cc1 (centres undefined)
[38] CN(CC1CCCN(CCc2ccccc2F)C1)C(=O)c1cc2ccccc2o1 (centres undefined)
[39] O=C(NCCCc1ccccc1)[C@@H]1Cc2ccccc2CN1
[40] CCOC(=O)C1=CCN(S(=O)(=O)c2ccc(F)cc2)C1c1ccc(C)cc1 (centres undefined)

entry no.,33,34,35,36,37,38,39,40
PglD DTNB,-2,3,2,4,2,2,11,4
esBAF inh,-5,12,1,-2,4,-8,-5,-5
E-selectin induc,-0.1,0.3,0.1,x,x,-0.1,1.6,-0.2
ERp5 inh,0,0,-5,-6,x,4,1,-2
ARNT-TACC3 inh,13,-1,3,6,31,x,-5,x
RAD54 branch,-16,-5,-1,-4,-6,-1,-13,-4
CASP6 VEID inh,1,0,1,-2,x,0,0,0
RAD52 inh,-6,2,-5,-60,x,-6,-9,-5

[41] O=C(C[C@@H]1C[C@@H]2c3cc(NC(=O)Nc4ccccc4F)ccc3O[C@@H]2[C@@H](CO)O1)NCc1ccccn1
[42] CCN1CC(=O)N2[C@@H](CO)[C@H](c3ccc(-c4cccnc4)cc3)[C@@H]2C1
[43] Nc1ccc(C(=O)OCc2nc3c(ccc4ccccc43)[nH]2)cc1
[44] COc1ccc2c3c([nH]c2c1)[C@H](CO)N(C(=O)C1CCOCC1)CC31CCN(S(C)(=O)=O)CC1
[45] CN1C(=O)c2cc(NC(=O)c3cccs3)ccc2OC[C@H]2O[C@@H](CC(=O)NCC3CC3)CC[C@H]21
[46] CN1C(=O)c2cc(NC(=O)c3cccs3)ccc2OC[C@H]2O[C@H](CC(=O)O)CC[C@@H]21
[47] COc1cc(CN2CCCC(C(=O)Nc3ccccc3Oc3cccnc3)C2)ccc1F (centres undefined)
[48] O=C(Nc1nnc(-c2ccccc2F)s1)c1ccccc1F

entry no.,41,42,43,44,45,46,47,48
PglD DTNB,0,x,2,x,-1,-1,0,x
esBAF inh,0,x,79*,x,0,-1,-3,x
E-selectin induc,0.3,-0.2,x,0.2,0.0,0.0,2.3,x
ERp5 inh,4,3,-7,-7,x,-4,3,-1
ARNT-TACC3 inh,2,x,x,x,4,9,5,-3
RAD54 branch,4,x,3,x,-9,6,-8,x
CASP6 VEID inh,1,-1,1,4,x,0,-1,-2
RAD52 inh,-16,18,-19,-13,x,-9,-18,-7

[49] Oc1ccc(Cl)cc1CNc1cnc2ccccc2c1
[50] CSc1ccccc1C(=O)N1CCN(c2ncccn2)CC1
[51] CCCC1NC(=O)c2cc3ccccc3cc2-n2c1nc1cc(Cl)ccc1c2=O (centres undefined)
[52] COc1cc(CN2CCN(Cc3ccc(C(F)(F)F)cc3)CC2)cc(OC)c1OC
[53] O=C(COc1nc2ccccc2nc1N1CCOCC1)Nc1cccc(S(=O)(=O)N2CCCCC2)c1
[54] COC(=O)C1CC2=C(CCCC2=O)N(Cc2ccccc2)C1=O (centres undefined)
[55] Cc1c(C(=O)C(=O)NCc2ccco2)c2ccccc2n1C
[56] Cc1ccc(OCC(=O)N/N=C/c2cccnc2)cc1

entry no.,49,50,51,52,53,54,55,56
PglD DTNB,0,x,1,-4,5,0,x,-1
esBAF inh,0,x,3,-3,x,0,x,-4
E-selectin induc,x,x,0.8,-0.2,x,-1.9,-0.1,x
ERp5 inh,18,7,0,0,-1,-7,2,2
ARNT-TACC3 inh,-1,-2,x,2,6,-1,6,0
RAD54 branch,2,x,0,5,3,-8,x,-12
CASP6 VEID inh,3,-1,-1,0,1,0,1,-2
RAD52 inh,-2,-16,-16,-11,-28,-15,-15,-4

[57] COc1ccc(NC(=O)c2cn(C)c(=O)c3cc(OC)c(OC)cc23)c(OC)c1
[58] CC(C)(CN1CCCCC1)NS(=O)(=O)c1ccc(Cl)cc1
[59] COc1ccc(-c2nn(-c3ccccc3)cc2/C=C\C(=O)Nc2ccc(C(=O)O)cc2)cc1
[60] Cc1ccc(C)c(C(=O)COC(=O)CNS(=O)(=O)c2ccccc2)c1
[61] FC(F)(F)c1ccc(/C=N/NC(=S)NC2CCCCC2)cc1
[62] Cc1noc(C)c1CC(=O)N1CCCC(C(=O)c2ccc(C(C)(C)C)cc2)C1 (centres undefined)
[63] Cc1ccc(Cl)cc1N(CC(=O)Nc1cccc(N(C)S(C)(=O)=O)c1)S(C)(=O)=O

entry no.,57,58,59,60,61,62,63
PglD DTNB,3,4,-3,3,x,10,x
esBAF inh,1,-4,x,-4,x,x,x
E-selectin induc,x,x,x,x,0.4,x,x
ERp5 inh,-1,x,-7,1,0,-2,2
ARNT-TACC3 inh,7,-4,x,-5,1,-4,-3
RAD54 branch,21,-2,-1,4,x,-10,x
CASP6 VEID inh,0,x,0,-2,2,-2,1
RAD52 inh,-7,x,-27,-5,5,5,-6

# Whole records, looked up by structure. Screens in order: PglD DTNB | esBAF inh | E-selectin induc | ERp5 inh | ARNT-TACC3 inh | RAD54 branch | CASP6 VEID inh | RAD52 inh
# `FC(F)(F)c1ccc(/C=N/NC(=S)NC2CCCCC2)cc1` as listed: x | x | 0.4 | 0 | 1 | x | 2 | 5
# `Cc1ccc(C)c(C(=O)COC(=O)CNS(=O)(=O)c2ccccc2)c1` as listed: 3 | -4 | x | 1 | -5 | 4 | -2 | -5
# `COc1ccc(NC(=O)c2cn(C)c(=O)c3cc(OC)c(OC)cc23)c(OC)c1` as listed: 3 | 1 | x | -1 | 7 | 21 | 0 | -7
# `Cc1noc(C)c1CC(=O)N1CCCC(C(=O)c2ccc(C(C)(C)C)cc2)C1` (centres undefined) as listed: 10 | x | x | -2 | -4 | -10 | -2 | 5
# `Cc1ccc(Cl)cc1N(CC(=O)Nc1cccc(N(C)S(C)(=O)=O)c1)S(C)(=O)=O` as listed: x | x | x | 2 | -3 | x | 1 | -6
